PKA-R2B act = activators of PKA-R2B holoenzyme, primary screen, biochemical, fluorescence polarization, Cy5-IP20, human; activation, % at 11.4 µM; AID 504700, 2011; 0.079% of 340,000 active; PKA-R2B holoenzyme dissociation; R2B truncated from residue 108, S112A mutant; 0% DMSO only, 100% 113 µM cGMP; cAMP-dependent protein kinase catalytic subunit beta (Homo sapiens) + cAMP-dependent …;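 active means activation above a cutoff set at the mean over all compounds plus 3 SD, cut at about 18% in these data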;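 further: higher means more holoenzyme dissociation and a rise in polarization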
Target sequence (P31323 whole entry, looked up, other chains not shown, the tested form may be a part): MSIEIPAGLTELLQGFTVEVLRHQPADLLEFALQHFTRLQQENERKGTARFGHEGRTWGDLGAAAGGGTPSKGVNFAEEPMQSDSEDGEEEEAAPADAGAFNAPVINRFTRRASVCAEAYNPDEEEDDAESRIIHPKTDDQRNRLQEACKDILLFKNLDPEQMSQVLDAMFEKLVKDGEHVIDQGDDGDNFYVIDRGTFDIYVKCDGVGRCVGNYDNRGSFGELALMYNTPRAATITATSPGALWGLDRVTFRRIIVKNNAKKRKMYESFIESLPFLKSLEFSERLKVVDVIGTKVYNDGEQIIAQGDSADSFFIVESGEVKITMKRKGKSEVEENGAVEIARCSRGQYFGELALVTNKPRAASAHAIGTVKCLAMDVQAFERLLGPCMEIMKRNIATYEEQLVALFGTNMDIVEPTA
Tat export inh = E. coli Tat export inhibitors, primary screen, MC4100, TorA-mCherry reporter, fluorescence, single point. AID 488895, 2010. inhibition, % at 10 µM. 0.036% of 340,000 active;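 active means mean replicate inhibition at least 50% and at least half of replicates individually reaching 50%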;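 further: exported cargo escapes ClpAP degradation while cytoplasmic cargo is degraded and loses fluorescence; 0% = median of neutral control wells and 100% = median of NaSCN control wells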
OPRM1-OPRD1 ag = agonists of OPRM1-OPRD1 heterodimerization, primary screen, cell-based, luminescence. activation, % at 9.3 µM. 0.3% of 340,000 active. Mu-type opioid receptor (Homo sapiens) + Delta-type opioid receptor (Homo sapiens), …. cells. AID 504326, 2011; in the data active means activation above about 18%;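 further: 0% = vehicle-treated cells and 100% = reference agonist; values of inactives mirror those of a sister screen read the other way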
Mot1-301 SUMO = yeast Mot1-301 growth rescue at high temperature, primary screen, SUMOylation pathway inhibitor project, S. cerevisiae, ATP luminescence, 38.5C; S. cerevisiae Mot1-301 growth rescue; percent above DMSO median, 100 means doubled; growth rescue, % at 18.8 µM; 1% of 320,000 active; AID 2716, 2010;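 active means every valid replicate shows activation above 250% relative to neutral control wells; inactive means the rest, any valid replicate at or below 250%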;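 further: OY570 slx delta 5 strain wells were the positive control but not used for scaling; some compounds called inactive have numbers as strong as hits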
HTR5A inv ctr = HTR5A inverse agonists in luminescence cell assay, primary screen, counter-screen for OPRM1-OPRD1 heterodimer inverse agonist project, full-deck HTS | 5-hydroxytryptamine receptor 5A (Homo sapiens), P47898 | HTR5A cell line, inverse agonism | inhibition, % at 9.3 µM | 0.083% of 340,000 active; in the data active means inhibition mostly above about 23%, no sharp cut-off; inactive means mostly below about 18%;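 further: 0% = cells with DMSO and 100% = no-cell wells with DMSO; some compounds called inactive have numbers as strong as hits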
Target sequence (P47898 whole entry, looked up): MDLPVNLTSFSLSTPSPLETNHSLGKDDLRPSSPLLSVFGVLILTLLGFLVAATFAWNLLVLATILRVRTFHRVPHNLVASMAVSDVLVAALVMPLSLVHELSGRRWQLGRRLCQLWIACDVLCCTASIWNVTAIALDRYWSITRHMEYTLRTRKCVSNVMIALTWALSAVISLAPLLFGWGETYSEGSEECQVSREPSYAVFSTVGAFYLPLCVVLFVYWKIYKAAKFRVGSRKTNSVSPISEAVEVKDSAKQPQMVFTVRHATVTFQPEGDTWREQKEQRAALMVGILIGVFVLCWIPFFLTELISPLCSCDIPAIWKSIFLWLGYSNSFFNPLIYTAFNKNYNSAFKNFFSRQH
AddAB inh = growth inhibition of E. coli expressing H. pylori AddAB, primary screen, AddAB inhibitor project, absorbance. inhibition, % at 11.9 µM. 0.29% of 330,000 active; in the data active means inhibition above about 12%;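 further: 0% = vehicle wells of infected cells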
phage Ecoli inh = growth loss of phage-infected E. coli, primary screen, RecBCD inhibitor project, absorbance, with phage, HTS; inhibition, % at 11.9 µM; 0.26% of 360,000 active; AID 651602, 2012; in the data active means inhibition above about 11%
Ecoli viability = E. coli V3065 growth inhibition, primary screen, counter-screen for AddAB inhibitor project, absorbance, OD600 | 18 h | inhibition, % at 11.9 µM | 0.27% of 330,000 active | AID 449728, 2010;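 active means inhibition above the campaign's mean inhibition across all tested compounds plus 3 SD, cut at about 9.9% in these data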;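 further: uninfected addAB+ strain grown without phage in ampicillin broth; 0% = DMSO wells and 100% = ciprofloxacin 0.95 µg/ml wells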
PKA-R1A act = activators of PKA-R1A holoenzyme, primary screen, biochemical, fluorescence polarization, Cy5-IP20, bovine R1A, mouse PKAc | 0.083% of 340,000 active | PKA-R1A dissociation; scaled: DMSO 0%, 113 µM cGMP 100% | activation, % at 11.4 µM | cAMP-dependent protein kinase type I-alpha regulatory subunit (Bos taurus) + … | AID 504707, 2011;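 active means percent activation above the mean of all tested compounds plus 3 SD, cut at about 19% in these data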;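 further: higher means more PKAc released from R1A so a rise in polarization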
PfHsp90 yeast 2 = growth inhibition of PfHsp90-expressing yeast, primary screen, antimalarial PfHsp90 inhibitor project, S. cerevisiae, BacTiter-Glo luminescence, single point, set 2; BacTiter-Glo ATP, 48 h; yeast lacking PDR1 and PDR3 efflux regulators; inhibition, % at 9.4 µM; 0.32% of 310,000 active;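 active means every replicate shows inhibition above about 80%, whatever the replicate mean, limit read from the data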;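 further: 0% = DMSO neutral controls and 100% = 20 µM radicicol positive controls; yeast relying on Plasmodium falciparum Hsp90 in place of its own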
OPRM1-OPRD1 inv = inverse agonists of MOR-DOR heterodimerization, primary screen, cell-based, luminescence; cell-based MOR-DOR heterodimer luminescence, inverse agonism; inhibition, % at 9.3 µM; 0.21% of 340,000 active; in the data active means inhibition above about 22%, passing the limit was not always enough;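 further: 0% = cells with DMSO and 100% = wells without cells with DMSO; values of inactives mirror those of a sister screen read the other way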
An asterisk follows results filed as active; / = not tested or not shown.

compound	OPRM1-OPRD1 inv	OPRM1-OPRD1 ag	PKA-R1A act	Mot1-301 SUMO	HTR5A inv ctr	AddAB inh	PKA-R2B act	Tat export inh	phage Ecoli inh	Ecoli viability	PfHsp90 yeast 2
COC(=O)c1ccc(N/C=C\C(=O)c2ccc3c(c2)OCO3)cc1	16	-2.8	-12	12	-2	1.8	9	-5	-0.6	1.8	5
COc1ccc(NS(=O)(=O)c2ccc3c(c2)NC(=O)CO3)cc1	-2	0.4	-2	16	-18	0.7	-2	-5	1.7	-1.6	-5
COc1ccc2cc(CN(Cc3cccnc3)S(=O)(=O)c3ccccc3)c(=O)[nH]c2c1	-1	0.2	-8	29	-4	2.0	-1	2	3.8	0.3	-21
O=C(c1cccs1)N1CCC(C(=O)N2CCN(Cc3ccc4c(c3)OCO4)CC2)CC1	1	-0.2	-10	7	-11	3.8	-5	0	2.4	-0.7	13
Cc1c(OC(C)C(=O)NCC2CCC(C(=O)O)CC2)ccc2c3c(c(=O)oc12)CCCC3 (stereo not given)	8	-1.6	-15	-5	6	1.2	8	-1	-0.2	-2.8	5
Cc1cccc(Nc2ccccc2C(=O)NCc2ccco2)c1C	-29	5.0	-7	12	-2	1.1	-13	8	3.0	-2.2	-18
O=C(Nc1sc2c(c1C(=O)N1CCOCC1)CCCCC2)c1cccnc1	11	-2.1	-7	-1	12	2.6	-2	1	3.6	-0.8	-1
CCCS(=O)(=O)c1c(S(=O)(=O)CCC)c2c(N)cccn2c1C(=O)OC	9	-1.5	6	3	5	3.3	-9	-3	4.3	1.5	5
CCN1CCc2nc(N)sc2C1	8	-1.6	0	12	30	0.8	-9	1	1.6	2.8	20
COc1ccc(CCNC(=O)c2cccnc2)cc1	9	-1.6	-1	-2	-1	1.7	-3	-19	2.3	-0.1	-11
CN(CC(=O)NCCCc1ccccc1)Cc1ccc(Br)cc1	-21	4.5	2	28	-32	-0.5	6	-4	0.4	1.9	-11
O=C1/C(=C\c2c(NCCOCCO)nc3ccccn3c2=O)SC(=S)N1Cc1ccco1	-59	12	5	-13	-33	-2.9	-1	-4	2.4	-4.1	-1
CCCCC(=O)Nc1nn(CC(C)C)c2nc3ccccc3cc12	-10	1.9	3	4	-16	1.0	2	-1	3.1	2.2	12
CCc1ccc(N2CC(C(=O)OCc3csc(CC(=O)Nc4ccccc4C)n3)CC2=O)cc1 (stereo not given)	6	-1.5	7	-15	-4	-1.4	7	-3	1.3	-0.9	8
Cc1ccc(NC(=O)c2cc(S(=O)(=O)Nc3ccc(C)cc3)cs2)cc1	-74	12	-11	-8	-16	4.6	-10	4	-4.5	4.0	-1
CCOC(=O)c1c(NC(=O)CSc2nnc(C)s2)sc2c1CCN(C)C2	4	-1.0	-4	0	10	0.2	-11	-2	2.5	-2.0	1
COc1ccc(C(=O)NC(=C(Cl)Cl)S(=O)(=O)c2ccc(C)cc2)cc1	18	-5.7	-4	9	-7	0.4	-1	6	1.7	0.4	-6
Cc1ccc(CNC(=O)C2CC(c3ccccc3F)=NO2)cc1 (stereo not given)	7	-1.2	5	226	-2	0.6	-12	0	2.7	-0.2	-10
COCCCNS(=O)(=O)c1ccc(OC)c(Cl)c1Cl	12	-2.2	8	19	4	0.9	2	-4	1.7	-0.7	12
Cc1ccc(OCc2nnc(SCc3ccc(C#N)cc3)n2-c2ccc(C)cc2)cc1	-2	0.3	-4	6	20	1.6	-3	9	0.9	-0.3	-17
CCOC(=O)c1c(C)[nH]c(C)c1C(=O)COC(=O)c1ccc(S(=O)(=O)N(CC)CC)cc1	18	-3.3	-5	2	3	-0.4	-11	-2	-0.2	-1.1	17
Cc1c(C(C)C)c(=O)n(-c2ccc(S(=O)(=O)NC3CCCCC3)cc2)n1C	/	/	/	2	/	-13	/	4	2.5	-1.7	0
COc1cc(CC(=O)O)ccc1OCc1ccccc1	3	-0.7	-4	19	-19	2.0	-1	0	3.1	1.2	5
CCCc1ccc(OCc2ccc(C(=O)N3CCSCC3)o2)cc1	-24	4.2	-5	11	-1	4.1	5	13	3.3	0.4	-32
CCOC(=O)c1ccc(N2C=C(C(=O)OC)C(c3cccc(O)c3)C(C(=O)OC)=C2)cc1	-17	3.0	-2	15	-20	-1.0	-4	-1	3.1	-1.0	11
Cc1ccccc1-c1nc(CS(=O)(=O)CC(=O)NC2CCCC2)c(C)o1	4	-0.7	10	-2	-12	1.8	2	-2	1.9	-3.8	16
COC(=O)c1cc(C(=O)Nc2nnc(CC(C)(C)C)s2)cc([N+](=O)[O-])c1	0	0.0	-13	-7	-11	3.2	-8	13	1.7	0.9	7
Cc1cc(Cl)ccc1OCC(=O)N1CCN(c2ncccn2)CC1	-5	0.9	-7	-17	14	1.8	-2	3	3.8	0.3	32
Cn1c(=O)c2[nH]c(CNCc3ccccc3Cl)nc2n(C)c1=O	0	0.0	-2	2	13	2.1	-8	5	1.3	1.6	-12
CCOC(=O)C1=C(C(C)=O)C(c2cccnc2)C(C#N)=C(N)O1 (stereo not given)	8	-1.7	-1	0	12	-2.5	7	-5	-1.1	-1.7	14
CCC1(c2ccc(F)cc2)NC(=O)N(CC(=O)N2CC(=O)Nc3ccccc32)C1=O (stereo not given)	5	-0.8	-3	195	-7	-1.6	-4	3	2.9	-0.8	18
O=c1c2[nH]cnc2n(-c2ccc(F)cc2)c(=O)n1Cc1ccccc1	7	-1.5	-8	46	11	-2.5	-12	-4	1.2	-2.3	3
CCOC(=O)c1[nH]c2ccccc2c1NC(=S)Nc1cc(C)ccc1C	12	-2.0	-5	21	-1	1.8	14	1	2.2	4.2	8
Cc1ccc(CCNC(=O)CN2C(=O)COc3ccc(S(=O)(=O)N4CCC(C)CC4)cc32)cc1	1	-0.1	5	327	-28	-0.2	0	4	0.2	-0.8	-1
O=C(c1cc2cc([N+](=O)[O-])ccc2oc1=O)N1CCOCC1	9	-1.6	8	-14	2	-1.3	2	4	4.4	-0.3	34
COc1ccc(CCN2C(=O)CS/C2=N\NC(=O)c2ccc(C(C)(C)C)cc2)cc1OC	6	-1.4	-5	6	32	2.3	2	-3	1.7	-1.4	1
COCCC1CCCCN1Cc1cn(-c2ccccc2)nc1-c1ccc2c(c1)OCO2 (stereo not given)	4	-0.7	-6	225	7	-1.3	-13	1	2.0	0.6	-9
O=S1(=O)N=C(N2CCOCC2)c2ccccc21	-61	15	-3	-15	-17	5.1	-2	18	2.5	1.5	0
CCOP(=O)(OCC)c1nc(-c2cccc3ccccc23)oc1NCCc1ccc(OC)cc1	-31	5.8	-6	46	-15	-0.3	0	19	0.4	-2.3	-2
C=CCNC(=O)NC(=S)c1ccccc1	5	-1.0	-6	-17	-18	-0.6	-4	-5	2.9	0.6	-24
O=C(OCC(=O)N(CCc1ccccc1)Cc1ccccc1)c1cccc(S(=O)(=O)N2CCOCC2)c1	-10	2.3	-2	/	-7	/	1	17	-0.3	/	-29
COc1ccccc1NC(=O)NNC(=O)C(C)Oc1ccc2ccccc2c1 (stereo not given)	25	-4.5	-2	16	-1	/	3	6	1.7	/	-2
COc1ccccc1N1CCN(c2nnc(-c3ccc(F)cc3)c3ccccc23)CC1	15	-3.4	4	-3	0	3.0	4	4	2.4	-0.7	7
COc1ccccc1CNC(=O)c1ccc(NC(=O)CC2SC(N3CCCC3)=NC2=O)cc1 (stereo not given)	0	-0.1	-6	7	-18	0.7	2	-7	1.2	-1.4	-9
CCOc1ccc(NC(=O)c2ccccc2NC(=O)CN2CCCCCC2)cc1	-51	9.9	-3	/	11	/	7	1	-0.7	/	/
COc1cccc(NC(=O)c2oc3ccccc3c2NC(=O)c2ccc3c(c2)OCO3)c1	7	-1.2	0	4	5	-1.7	7	0	1.7	-2.1	4
COc1cc(/C=C/C(=O)N(C)c2ccccc2C(=O)O)cc(OC)c1OC	7	-1.1	0	-7	-1	-2.6	3	10	0.9	-0.6	0
Cc1cccc(C2NC(=O)c3c(sc(C)c3C)N2)c1O (stereo not given)	-7	1.2	-4	15	2	0.2	-2	-9	0.8	-0.3	-8
COc1ccc2[nH]c3c(=O)n(CCCCC(=O)NCCC(C)C)c(=S)[nH]c3c2c1	14	-2.6	1	/	14	2.0	9	-3	3.7	3.3	-12
Cc1ccc(NS(=O)(=O)c2ccc(C(=O)NNC(=O)c3ccccc3O)cc2)cc1	15	-2.8	-5	-6	5	2.9	3	-26	5.7	-2.0	/
Cc1ccc(N2CC(C(=O)N3CCOCC3)CC2=O)cc1Cl (stereo not given)	-10	1.4	-5	-17	-5	3.4	4	-7	3.5	1.1	22
O=C1CCC(=O)N1c1ccc(S(=O)(=O)N2CCCC2)cc1	-3	0.6	6	2	10	3.4	0	-2	4.0	-1.9	-19
Cc1cc([N+](=O)[O-])ccc1NC(=O)Nc1ccc(F)cc1F	-21	4.0	-3	1	-1	3.0	-20	0	4.1	4.9	29
Cn1c(CN2CCCCC2)c(C#N)c2ccccc21	1	-0.3	-1	-8	-4	3.8	-2	1	/	-2.2	-5
Cc1ccccc1OCC(=O)NCCS(=O)(=O)N1CCN(c2ccc(F)cc2)CC1	-7	1.0	-6	-4	5	-0.7	0	0	2.1	-0.8	/
C/C(=N\NC(=O)c1ccc(NS(=O)(=O)c2cccs2)cc1)c1ccncc1	16	-3.5	-9	3	0	1.2	-3	1	3.3	-0.2	-6
CC(=O)C(=Cc1ccc(O)cc1)C(C)=O	13	-2.5	-9	238	-12	/	1	-4	1.3	/	-2
CS(=O)(=O)n1nc(C(=O)N2CCOCC2)nc1N	-1	0.1	-6	-21	-6	3.4	8	-4	6.5	0.1	21
COc1cc(C(=O)NC2CCCc3c2cnn3-c2ccccc2F)cc(OC)c1OC (stereo not given)	0	-0.1	-7	0	-8	-0.3	-6	3	0.2	1.1	0
C[C@H]1COC(=O)[C@H](CC(=O)OC(C)(C)C)C/C=C\C[C@H](CC(=O)N(CCO)Cc2ccccc2)C(=O)N1	-4	0.7	2	-10	-11	0.9	2	-10	5.0	-0.3	11
NC(=O)c1ccsc1NC(=O)C1CCCN1S(=O)(=O)c1ccc(Cl)cc1 (stereo not given)	19	-3.6	-5	-16	-5	1.2	-4	-6	2.7	2.7	6
